Wee1 degr inh – human Wee1 degradation inhibition, primary screen. 220,000 tested, 1.2% active. reporter increase, % at 5 µM. AID 1321. HeLa Luc-Wee1K328M stability, luciferase luminescence; 100% = proteasome inhibitor MG132 effect. P30291;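 active means activation above the mean of all tested compounds plus 3 SD, set per screening run, cut at about 8.8% in these data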;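 further: cells exposed to compound for 20 h before luminescence read; 0% = DMSO alone and 100% = MG132 at 30 µM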
Tb hexokinase – blocks Trypanosoma brucei hexokinase 1 activity. 220,000 tested, 0.11% active. inhibition, % at 10 µM. recombinant TbHK1, G6PDH-coupled NADH A340. AID 1430;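 active means inhibition of 50% or more in the single-dose primary screen; inactive means inhibition below 50%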
EP2 antag – blocks the human prostaglandin E2 receptor EP2; P43116; C6 glioma cells expressing human EP2, cAMP TR-FRET; cells stimulated with saturating PGE2; inhibition, % at 25 µM; 260,000 tested, 0.52% active;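 active means percent inhibition above 40 after rounding to a whole number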;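 further: rat C6 glioma host cells with rolipram phosphodiesterase inhibitor present; the protocol text gives 20 µM as final concentration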
Target sequence (P43116 whole entry, looked up): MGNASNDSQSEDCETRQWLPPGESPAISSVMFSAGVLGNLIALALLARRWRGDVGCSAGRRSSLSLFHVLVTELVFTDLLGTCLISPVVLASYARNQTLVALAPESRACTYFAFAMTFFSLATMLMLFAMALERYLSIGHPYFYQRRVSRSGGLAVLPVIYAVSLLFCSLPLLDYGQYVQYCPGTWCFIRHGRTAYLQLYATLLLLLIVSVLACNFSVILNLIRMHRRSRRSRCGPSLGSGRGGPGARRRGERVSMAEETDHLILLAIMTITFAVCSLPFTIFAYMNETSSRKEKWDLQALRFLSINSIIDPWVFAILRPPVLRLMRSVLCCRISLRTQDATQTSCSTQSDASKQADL
CHOP inh – blocks CHOP induction under ER stress; CHO-K1 CHOP-promoter luciferase, tunicamycin-induced, 15-18 h; inhibition, % at 10 µM; 220,000 tested, 3.8% active; AID 2732;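 active means compounds that reduced the stress-induced luciferase reporter signal by more than about 70% of percent inhibition, limit read from the data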;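 further: 0% = tunicamycin plus vehicle and 100% = wells without tunicamycin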
PPC-1+TRAIL kill – kills PPC-1 cancer cells in the presence of TRAIL; 220,000 tested, 0.41% active; cell killing (% activity), % at 4 µM; PPC-1 cells + TRAIL, ATPLite viability luminescence;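 active means cell killing above 50% in the first pass at 4 µM, then a duplicate retest at 5 µM averaging 50% or more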;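 further: plate controls were cells with TRAIL plus DMSO for no effect and medium-only wells lacking cells for full effect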
FXIIa inh – factor XIIa (human) inhibition. P00748. inhibition, % at 5 µM. purified FXIIa, Boc-QGR-AMC fluorogenic substrate, 2 h. AID 800. 220,000 tested, 0.3% active; in the data active means inhibition above about 40%;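 further: 0% = enzyme with no compound and 100% = blank without enzyme; many of its hits are not listed in these tables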
Target sequence (P00748 20-372 limits assumed): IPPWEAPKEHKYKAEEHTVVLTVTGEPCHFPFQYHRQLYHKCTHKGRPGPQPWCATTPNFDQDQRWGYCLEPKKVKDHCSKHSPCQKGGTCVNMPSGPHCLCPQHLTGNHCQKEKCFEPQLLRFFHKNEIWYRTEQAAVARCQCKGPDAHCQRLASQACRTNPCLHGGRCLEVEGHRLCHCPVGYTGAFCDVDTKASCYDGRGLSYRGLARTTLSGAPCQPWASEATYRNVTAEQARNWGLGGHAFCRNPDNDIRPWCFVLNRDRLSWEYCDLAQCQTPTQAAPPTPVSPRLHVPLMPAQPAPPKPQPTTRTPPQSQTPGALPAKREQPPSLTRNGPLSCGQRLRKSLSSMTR
Target sequence (P00748 373-615 limits assumed): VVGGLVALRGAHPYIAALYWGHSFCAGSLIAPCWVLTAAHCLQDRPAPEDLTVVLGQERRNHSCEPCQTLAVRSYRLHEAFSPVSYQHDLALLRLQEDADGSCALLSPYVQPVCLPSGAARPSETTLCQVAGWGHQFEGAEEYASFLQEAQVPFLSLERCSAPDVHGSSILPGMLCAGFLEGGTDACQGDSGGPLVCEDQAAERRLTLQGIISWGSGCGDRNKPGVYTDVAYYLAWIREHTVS
L929 necroptosis – blocks zVAD induced death of L929 cells; AID 1377; 220,000 tested, 0.38% active; L929 zVAD necroptosis rescue, ATP luminescence, 24 h; with zVAD 60 µM; viability rescue, % at 10 µM;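 active means activation, scaled between plate controls, above about 75%, limit read from the data; inactive means activation under that limit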;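 further: 0% = zVAD with DMSO and 100% = DMSO alone without zVAD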
FXIa inh 1536 – blocks human coagulation factor XIa protease activity. P03951. purified FXIa, Boc-Glu-Ala-Arg-AMC fluorogenic substrate. inhibition, % at 5 µM. 220,000 tested, 0.14% active;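 active means inhibition of at least 40%; inactive means inhibition below 40%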;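 further: fluorescence of freed AMC excited at 355 nm; 0% = enzyme without compound and 100% = no enzyme blank; many of its hits are not listed in these tables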
TNF necrop inh – TNF-alpha cell death inhibition in Jurkat FADD-/- cells; activation (protection from cell death), % at 10 µM; Jurkat FADD-/- TNF necroptosis rescue, ATP luminescence, 24 h; 0 = TNF only, 100 = no-TNF cells; 220,000 tested, 0.068% active;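 active means activation, meaning protection from cell death, of at least 50% relative to plate controls; inactive means activation below 50%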;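 further: necroptosis triggered by 40 ng/mL TNF-alpha added together with compound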
* hit, by the source's call; . = no result given; & = joins results of further samples; ! = a repeat was not active.

SMILES	Wee1 degr inh	Tb hexokinase	EP2 antag	CHOP inh	PPC-1+TRAIL kill	FXIIa inh	L929 necroptosis	FXIa inh 1536	TNF necrop inh
OC12CCCCC1C(c1ccc3c(c1)OCO3)N(Cc1ccccc1F)CC2 (stereo unspecified)	1	16	.	69	-5	8	-0.1	-2	-4.2
C=C1CCN([C@H](C(=O)NCc2ccc(Cl)c(Cl)c2)C(C)C)S(=O)(=O)c2ccccc21	.	-6	-1	17	12	11	-0.1	0	2.3
CNC(=S)NNC(=O)c1ccc2c(c1)OCO2	2	4	2	-7	11	10	0.3	2	-1.0
O=C(NCCCN1CCCC1=O)c1ccccc1NS(=O)(=O)c1ccc(Br)cc1	0	-4	4	-10	-4	4	0.4	-2	-1.2
CC1CCc2sc3ncnc(N4CCOCC4)c3c2C1 (stereo unspecified)	-1	-3	13	37	10	28	0.2	20	-1.6
COC(=O)c1sc(NC(=O)CSc2nncs2)c(C(=O)OC)c1C	-3	-4	17	12	22	10	-0.3	-3	-0.4
CC(C)c1ccc(NC(=S)Nc2ccc3cn[nH]c3c2)cc1	0	-2	11	-5	16	7	-0.6	1	-9.7
COC(=O)c1c(-c2ccccc2)csc1N	-2	2	9	21	-1	9	-0.5	3	-4.5
O=C(COC(=O)c1cccs1)c1ccc2ccccc2c1	0	1	12	-12	28	5	-0.1	-7	-0.6
N#Cc1nc(COc2ccc(Cl)cc2Cl)oc1N1CCOCC1	-2	-2	7	63	29	21	-0.1	6	-1.6
COc1ccccc1N1CCN(C(=O)c2cccc(N3C(=O)NC4CC3(C)Oc3ccccc34)c2)CC1 (stereo unspecified)	1	-2	11	20	12	14	1.8	2	-3.3
CC(C)(C)NS(=O)(=O)c1ccc2nc(NC(=O)c3ccc(N4C(=O)CCC4=O)cc3)sc2c1	-4	-4	10	-8	-8	2	0.7	-3	0.4
CN(CCO)c1c2c(nc3cc(-c4cccc(F)c4)nn13)CCCC2	-2	-20	15&5	18	17	-11	0.4	-4	0.0
CCNC(=O)COc1ccc(/C=N/NC(=O)c2cccnc2)cc1OC	4	-23	6	-7	-4	6	-1.3	-1	-1.7
Nc1nc(SCc2ccc3c(c2)OCO3)n[nH]1	4	8	11	-2	18	19	0.2	0	-0.4
CC1(C)CC(=O)C2=C(C1)Nc1nc(SCCN3CCOCC3)[nH]c(=O)c1C2c1cccs1 (stereo unspecified)	0	-20	12	10	6	9	-0.7	1	-0.2
Cc1cc(Cl)nc2ccc(Cc3ccc4nc(Cl)cc(C)c4c3)cc12	2	-13	42*!	19	13	13	0.6	3	-2.3
O=C(c1cccc(OCc2ccccc2)c1)N1CCOCC1	-3	2	5	0	4	7	4.0	-6	-0.1
O=C(c1cccc(-n2cnnn2)c1)N1CCOCC1	1	8	29	12	-12	4	-0.1	-2	-0.9
CN1CCC(OC(=O)c2ccco2)CC1	-3	2	7	0	18	10	1.1	2	-0.3
COc1cc(C2C(C#N)=C(N)Oc3n[nH]c(-c4ccncc4)c32)cc(OC)c1OC (stereo unspecified)	-1	-11	.	-4	9	6	3.0	-22	0.2
Brc1ccccc1OCCCCCN1CCOCC1	7	0	2	-3	8	12	0.7	2	1.1
NC(=O)c1nc(-c2cccs2)nc2c1[nH]c(=O)n2-c1ccc(F)cc1	0	-11	4	76*	-6	-5	0.0	-5	0.7
NC(=S)N/N=C/c1coc2cc(Br)ccc2c1=O	0	-23	14	14	7	2	1.1	-6	-1.4
O=C(NCc1ccco1)C(c1ccc(F)cc1)N(CC1CCCO1)C(=O)Cn1nnc2ccccc21 (stereo unspecified)	0	3	6	25	22	0	0.2	-8	-2.9

Whole records from above. Order of values: Wee1 degr inh, Tb hexokinase, EP2 antag, CHOP inh, PPC-1+TRAIL kill, FXIIa inh, L929 necroptosis, FXIa inh 1536, TNF necrop inh
Profile of CC(C)(C)NS(=O)(=O)c1ccc2nc(NC(=O)c3ccc(N4C(=O)CCC4=O)cc3)sc2c1 = -4, -4, 10, -8, -8, 2, 0.7, -3, 0.4
Profile of O=C(COC(=O)c1cccs1)c1ccc2ccccc2c1 = 0, 1, 12, -12, 28, 5, -0.1, -7, -0.6

(further entries)
SMILES	Wee1 degr inh	Tb hexokinase	EP2 antag	CHOP inh	PPC-1+TRAIL kill	FXIIa inh	L929 necroptosis	FXIa inh 1536	TNF necrop inh
CCOc1ccc(-c2nnc(-c3ccccc3)o2)cc1	-2	-2	10	20	27	6	-0.5	0	-0.9
Cc1cc(C)cc(-n2nnc(C(=O)NCc3ccccc3)c2N)c1	1	0	3	-1	-7	-13	-0.2	-10	1.9
O=C(/C=C/Nc1ccccc1)c1ccc(Oc2ncccn2)cc1	3	-6	11	-7	7	-1	0.6	-5	-2.8
O=C(O)c1ccccc1C(=O)Nc1ccccn1	3	-1	12	4	19	6	0.5	3	-0.7
COc1ccc(OCc2cccc(C(=O)Nc3cc(C)on3)c2)cc1	2	3	13	70	21	16	0.2	5	-0.7
COC(=O)c1ccc(C23CC4(C2)[C@H](CN(Cc2ccc(-c5ccccc5)cc2)[C@@H]4c2ccccc2)C3c2ccc(C(F)(F)F)cc2)cc1 (stereo partly specified)	.	-7	13	14	-20	4	1.0	-2	-0.7
Cc1c(CN2CCCC(CO)(Cc3cccc(Cl)c3)C2)cnn1C (stereo unspecified)	-3	6	8	-20	10	5	-1.0	-6	1.8
COc1ccccc1C(=O)CSc1n[nH]c(N)n1	-1	-5	7	-38	15	13	0.3	5	-1.8
COC(=O)c1ccc(NC(=O)CSCc2ccccc2C)cc1	0	7	7	53	9	17	0.8	4	2.9
CCN(C(C)=O)c1nc(CSc2nnc(NC(C)C)s2)cs1	0	-7	7	3	6	-5	0.2	-8	-3.7
CCOC(=O)c1cnn(-c2ccccc2)c1NC(=O)c1ccccc1	-3	2	6	4	-3	-2	0.2	-18	-0.5
CCN1/C(=C2\C(=O)N(c3ccccc3)N=C2C)C=Cc2cc(C)ccc21	0	-11	11	-11	24	2	0.8	-5	0.5
COCCN(CCOC)S(=O)(=O)c1ccc(C(=O)Nc2ccc(S(=O)(=O)Nc3nccc(C)n3)cc2)cc1	0	-3	3	-4	-3	0	1.5	-6	-0.2
O=S(=O)(Nc1nc2ccccc2nc1Cl)c1ccc(F)cc1	2	-26	13	15	5	4	-0.2	0	2.1
O=Cc1ccc(OCc2cccc(C(F)(F)F)c2)cc1O	-4	-1	6	47	3	8	2.4	-1	0.4
Cc1ccc(Cl)cc1NC(=O)CCC(=O)Nc1cc(Cl)ccc1C	-4	-10	15	100*	4	15	0.3	-4	0.4
COc1cc(-c2cc(-c3ccccc3)nc(SCC(=O)Nc3nccs3)c2C#N)cc(OC)c1OC	3	-7	-9	.	33	-11	-0.1	-8	-13
Cc1cc(NC(=O)c2ccccc2-c2ccccc2)ccc1Br	2	40	5	19	-2	20	0.6	18	0.7
Cc1ccc(-n2ncc3c(=O)n(CC(=O)NC4CCCCC4)cnc32)cc1C	1	-9	4	65	1	8	0.9	1	-0.4
O=C(NCCNCc1ccc(F)cc1)c1ccco1	-2	-10	12	6	14	-5	0.4	2	-1.1
c1ccc2c(N3CCCCC3)nnc(N3CCCCC3)c2c1	0	-4	4	32	-7	-2	-0.8	-2	78*
CCn1ncc(CNC(=O)CCSc2nc(-c3ccco3)cc(C(F)(F)F)n2)c1C	-1	-20	14&16	6	6	10	0.6	1	-1.6
COc1ccc(NC(=O)CCS(=O)(=O)c2ccc(OC)cc2)cc1	-4	1	4	-6	2	9	0.2	8	-0.1
CCOC(=O)COc1nc(Nc2ccccc2C)nc(N(C)C)n1	-2	-3	7	7	13	17	2.3	20	0.1
CCCCN(C)CCNC(=O)Cn1c(=O)sc2ccccc21	.	1	4	16	3	14	0.9	2	0.7
(cont.)
SMILES	Wee1 degr inh	Tb hexokinase	EP2 antag	CHOP inh	PPC-1+TRAIL kill	FXIIa inh	L929 necroptosis	FXIa inh 1536	TNF necrop inh
Cc1cccc(C)c1NC(=S)N/N=C/c1c(Cl)cccc1Cl	-3	-2	1	8	15	29	-1.3	31	-0.6
CCOC(=O)c1cc2sccc2n1CC(=O)Nc1ccc2c(c1)OCCO2	0	-1	14&8	27	26	-7	-0.7	7	-0.5
COc1ccc(C=O)cc1COc1ccc(Cl)cc1[N+](=O)[O-]	1	0	8	43	8	-14	1.9	-5	-7.0
COc1ccc(-c2noc(CCCOc3ccc(Cl)cc3Cl)n2)cc1	-4	1	12	17	3	-3	0.3	-12	0.0
O=[N+]([O-])c1ccccc1/C=N/NC1=NS(=O)(=O)c2ccccc21	2	-10	9	7	-20	7	1.7	-6	-0.2
O=C(Nc1ncccc1Cl)c1ccccc1F	2	33	8	28	13	9	0.7	7	0.0
CC(=O)N1c2ccc(N=Cc3cc(Br)cc(Br)c3O)cc2CC1C (stereo unspecified)	1	-2	8	33	13	4	-0.7	-1	-1.5
Cn1cccc1C1NC(=O)c2c(sc3c2CCC(C(C)(C)C)C3)N1 (stereo unspecified)	-2	-9	11	-13	14	7	0.1	2	-1.6
CC1CCN(C(=O)CNC(=O)c2cccc(OC(F)F)c2)CC1	-2	-6	8	-19	.	3	-0.4	-8	1.3
O=C(Nc1ccc(N2CCOCC2)c(Cl)c1)c1ccc(F)cc1	1	7	8	.	15	13	-0.1	6	-2.7
Cc1c(N)cccc1-n1cccc1	-3	0	5	7	15	8	-0.6	-2	0.5
COc1cccc(-n2c(C)nn(C)c2=O)c1	-1	1	3	0	5	8	0.0	-1	-2.0
Cc1cccc(OCC(=O)NCC(=O)N/N=C/c2ccc(O)cc2O)c1	1	-28	1	63	39	11	2.3	0	-15
COc1cc(C2NC(=O)NC(c3ccccc3)=C2C(C)=O)ccc1OCC(=O)O (stereo unspecified)	-1	-12	4	26	-26	-2	0.3	1	-1.5
COC(=O)c1ccccc1-c1ccc(/C=N/Nc2nc(N3CCCC3)nc(N3CCCC3)n2)o1	-1	-55	10	-1	-32	-7	1.2	-2	-0.4
Clc1ccc(CSc2nnc(Cn3cnc4ccccc43)o2)cc1	-2	4	16&5	41	-3	24	0.6	6	-3.6
CC(C)(C)OC(=O)C(C)(C)O/N=C(\C(=O)O)c1csc(N)n1	0	-4	2	10	12	7	0.6	3	0.8
O=C(CCC1COc2ccccc2O1)NCc1ccco1 (stereo unspecified)	0	2	10	21	20	23	-0.9	4	-0.1
CCCCCCc1c(O)c2ccccc2[nH]c1=O	4	-1	7	9	12	15	0.1	-5	-2.9
O=S(=O)(c1ccc2ccccc2c1)N1CCN(C2CCN(Cc3ccccc3)CC2)CC1	-1	-4	3	54	-10	16	0.9	6	-5.0
COc1ccc(OC)c(C2=Nn3c(nnc3C3CCCCC3)SC2)c1	-1	-5	8	24	-4	10	-1.4	-4	-0.6
Cc1nn(-c2ccccc2)c(C)c1C(=O)OCC(=O)Nc1ccc2c(c1)OCO2	2	-1	-1	19	12	-7	0.8	-14	-0.2
COc1ccc(C(c2nnnn2Cc2ccccc2)N2CCN(c3nc4ccccc4s3)CC2)cc1 (stereo unspecified)	1	2	5	21	-5	2	0.2	-6	-1.9
Cc1c(Cl)cccc1NC(=S)NCCc1ccc(S(N)(=O)=O)cc1	0	6	5	13	-5	12	1.2	4	-1.5
Cc1cccc(-n2c(C)cc(/C=N\NC(=O)c3cccs3)c2C)c1	7	-19	4	14	24	6	1.1	3	-2.5
CC(=O)C1=C(O)CC(c2ccccc2)CC1=NCCc1c(C)[nH]c2ccccc12 (stereo unspecified)	0	-2	10	24	-6	-3	.	-9	2.8
Cc1cc2ncn(C(=O)c3cc(-c4ccccc4)nc4ccccc34)c2cc1C	-1	-13	10	8	18	5	0.9	-4	1.4
COc1cc(O)c2c(=O)c3c(OC)c(O)ccc3oc2c1	-2	-6	15	-9	18	-1	18	-10	-3.4
COc1ccc2nc(Nc3nc4cc5c(cc4s3)OCCO5)sc2c1	1	-21	7	-10	10	18	0.6	22	1.3

Screening data (PubChem)

Some of the compounds tested. The share of hits here may be higher or lower than overall.
